# COUP-TFII inh: NR2F2 transcriptional activity inhibitors, primary screen, cell-based, luciferase reporter, HEK293T, luminescence | COUP transcription factor 2 (Homo sapiens), P24468 | HEK293T NGFI-A luciferase reporter | inhibition, % at 8.6 µM | 370,000 tested, 0.7% active;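 active = inhibition above a per-plate cutoff, mean inhibition of test wells between control levels plus 3 SD, cut at about 38% in these data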;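 note: cells cotransfected with COUP-TFII expression vector driving the NGFI-A reporter; 0% = median of COUP-TF2 test wells and 100% = reporter-only cells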
# Target sequence (P24468 whole entry, looked up): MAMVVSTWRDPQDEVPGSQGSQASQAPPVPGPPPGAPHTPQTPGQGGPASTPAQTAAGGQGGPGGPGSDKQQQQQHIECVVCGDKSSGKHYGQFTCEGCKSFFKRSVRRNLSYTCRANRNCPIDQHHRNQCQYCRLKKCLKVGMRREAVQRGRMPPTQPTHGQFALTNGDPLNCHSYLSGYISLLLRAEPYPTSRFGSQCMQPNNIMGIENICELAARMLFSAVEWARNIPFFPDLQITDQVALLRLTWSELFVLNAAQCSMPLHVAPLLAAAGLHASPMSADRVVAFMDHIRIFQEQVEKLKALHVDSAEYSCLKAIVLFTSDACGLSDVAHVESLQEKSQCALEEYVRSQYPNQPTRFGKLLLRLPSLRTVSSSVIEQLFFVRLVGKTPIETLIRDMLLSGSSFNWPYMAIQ
# KKLEB cytotox: cytotoxicity in KKLEB CF airway cells, primary screen, cytotoxicity control for CF NF-kB inhibitor project, cell-based, uHTS, fluorescence assay plates; KKLEB CF airway cells viability, ATPlite luminescence, overnight; stronger effect = lower value; cells stimulated with P. aeruginosa culture filtrate; activity change (cytotoxicity), % at 5 µM; 360,000 tested, 0.36% active;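 active = corrected activity change at or below -50% at 5 µM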
# NR5A2 inv ag: LRH-1 (NR5A2) inverse agonists, primary screen, cell-based, luminescence, HEK293T, StAR-luciferase reporter; LRH-1 transfected, 24 h; inhibition, % at 3.6 µM; 360,000 tested, 0.13% active; Nuclear receptor subfamily 5 group A member 2 (Homo sapiens), O00482; AID 602396, 2012;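 active = inhibition above the mean inhibition of all tested compounds plus 3 SD, cut at about 73% in these data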;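 note: 0% = DMSO wells and 100% = reporter-only cells lacking LRH-1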
# Target sequence (O00482 whole entry, looked up): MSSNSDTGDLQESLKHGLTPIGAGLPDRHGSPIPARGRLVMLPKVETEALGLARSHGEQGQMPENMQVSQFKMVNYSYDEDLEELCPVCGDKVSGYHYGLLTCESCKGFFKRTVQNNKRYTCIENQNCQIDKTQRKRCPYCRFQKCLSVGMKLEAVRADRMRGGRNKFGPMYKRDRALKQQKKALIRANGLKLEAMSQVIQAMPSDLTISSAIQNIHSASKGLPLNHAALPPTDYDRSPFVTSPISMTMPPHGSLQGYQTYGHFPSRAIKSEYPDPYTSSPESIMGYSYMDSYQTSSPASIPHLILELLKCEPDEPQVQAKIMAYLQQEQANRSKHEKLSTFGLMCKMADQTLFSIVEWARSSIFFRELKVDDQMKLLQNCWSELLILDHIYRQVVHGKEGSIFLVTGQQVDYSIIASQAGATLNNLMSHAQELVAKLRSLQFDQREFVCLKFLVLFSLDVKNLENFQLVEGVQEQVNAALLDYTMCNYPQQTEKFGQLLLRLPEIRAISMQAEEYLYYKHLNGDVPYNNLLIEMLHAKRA
# NCOA2 inhibitor: inhibition of GAL4-SRC2 driven luciferase reporter, primary screen, SRC2 inhibitor project, cell-based, luminescence | Nuclear receptor coactivator 2 (Homo sapiens), Q15596 | HEK293 GAL4-SRC2 luciferase reporter | inhibition, % at 9 µM | 370,000 tested, 0.17% active | AID 651957, 2012;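 active = inhibition above the mean inhibition of all tested compounds plus 3 SD, set per campaign, cut at about 52% in these data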;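 note: 0% = DMSO treated cells and 100% = cells given Gossypol at 36 µM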
# TROY NFkB inh: inhibitors of TROY-driven NF-kB signaling, primary screen, Q293 LMP1-TROYcd cells, NF-kB luciferase, uHTS; Q293 LMP1-TROYcd NF-kB luciferase reporter, 4 h; inhibition, % at 10 µM; 360,000 tested, 0.98% active;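 active = compounds whose plate-normalised and pattern-corrected inhibition of the luciferase reporter signal at the single screening dose is 50% or more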
# SRC3 inh: SRC3 coactivator transcriptional activity inhibitors, primary screen, cell-based, luminescence. 360,000 tested, 0.17% active. HEK293 GAL4-SRC3 luciferase reporter. inhibition, % at 3.6 µM. Nuclear receptor coactivator 3 (Homo sapiens), Q9Y6Q9. AID 588352, 2011;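 active = inhibition above a per-campaign cutoff, the mean of all compounds plus 3 SD, cut at about 60% in these data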;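 note: 0% = DMSO-treated cells and 100% = gossypol-treated cells at 36 µM; higher means less SRC3-driven luciferase light from the GAL4 reporter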
# NCOA1 inh: SRC1 coactivator transcriptional activity inhibitors, primary screen, cell-based, luminescence. inhibition, % at 3.6 µM. Nuclear receptor coactivator 1 (Homo sapiens), Q15788. 360,000 tested, 0.12% active. HEK293 GAL4-SRC1 luciferase reporter. AID 588354, 2011;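 active = inhibition above the campaign mean plus 3 SD, with each screening campaign given its own cutoff, cut at about 60% in these data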;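 note: 0% = DMSO treated cells and 100% = gossypol at 36 µM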
# LMP1 NFkB inh: EBV LMP1-driven NF-kappaB luciferase reporter inhibitors, primary screen, cell-based, luminescence, single point; LMP1-induced NF-kappaB luciferase reporter cells; inhibition, % at 12.5 µM; 350,000 tested, 0.69% active; AID 504558, 2011; in the data active = inhibition above about 41%;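 note: 0% = neutral control wells and 100% = reference inhibitor control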
# TWEAK-Fn14 inh: inhibitors of TWEAK-Fn14 signaling, primary screen, luciferase reporter cells, uHTS | TWEAK-stimulated Fn14 reporter cells, luciferase luminescence, 8 h | AID 1159606, 2016 | inhibition, % at 10 µM | 360,000 tested, 2% active; in the data active = inhibition above about 50%
# TRAIL sens C8: viability loss with TRAIL in NB7+C8 cells, primary screen, TRAIL sensitizer project, cell-based, ATPlite luminescence; inhibition (viability loss, TRAIL sensitization), % at 10 µM; 360,000 tested, 1% active;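 active = compounds causing at least 50% loss of cell viability in the single-dose screen, relative to plate controls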
# CF NFkB block: inhibitors of PAF-induced NF-kB signaling, primary screen, cell-based, GFP fluorescence, uHTS | KKLEB NF-kB-GFP reporter, GFP fluorescence overnight | inhibition, % at 5 µM | 360,000 tested, 0.86% active;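 active = at least 50% inhibition at 5 µM, scaled per plate between neutral and stimulator controls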;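 note: PAF is a Pseudomonas aeruginosa culture filtrate used as stimulus; plate controls were PAF-stimulated DMSO wells for no effect and unstimulated DMSO wells for full effect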
# The depositor's hits bear a star; · = no result given.
SMILES,COUP-TFII inh,KKLEB cytotox,NR5A2 inv ag,NCOA2 inhibitor,TROY NFkB inh,SRC3 inh,NCOA1 inh,LMP1 NFkB inh,TWEAK-Fn14 inh,TRAIL sens C8,CF NFkB block
C=CCOC(=O)C1=C[C@@H](c2coc3ccccc3c2=O)C[C@@H](OCc2ccc(CO)cc2)O1,-21,4,-39,20,-22,-9,-9,-4,-25,14,-5
COc1ccc(C(=O)CSc2nnc3ccc(-c4ccccn4)nn23)cc1,-38,-1,2,-2,1,16,2,2,-35,-15,18
COc1ccc(-c2cnc3c(NC(C)=O)cc(-c4ccsc4)cn23)cc1OC,·,-4,-7,·,-3,6,0,·,-21,-7,-6
Cc1ccc(N=Nc2[nH]c3ccccc3c2O)cc1,0,-4,-30,-26,-78,-57,-46,-74,-33,-2,0
COc1ccccc1N(CC(=O)NCCSc1ccccc1)S(C)(=O)=O,2,3,-2,5,-3,-4,5,4,13,-3,12
c1ccc(-c2ccc3c(c2)NCCN3)cc1,4,-10,4,-24,-9,-27,-42,-2,21,-1,-4
Cc1cc(C)n2nc(SCC(=O)N3CCCC3)nc2n1,-6,-17,-9,-3,8,-17,-13,5,20,-7,32
COCC(=O)Nc1nc2n(n1)C(c1ccccc1)CC(c1ccc(OC)cc1)N2 (configuration not stated),0,6,-10,-11,-10,12,7,3,-15,16,-8
O=C(Cn1cnnn1)NCCc1ccc(Cl)cc1Cl,19,6,12,6,6,-2,1,-4,-26,-3,-9
O=C(CCn1ccc2ccccc21)NC1CCCc2ccccc21 (configuration not stated),12,-11,14,-5,-19,-8,-26,4,-3,-4,6
COc1cccc(/C=C2/Sc3ccc(C(=O)NCCN4CCCC4)cc3NC2=O)c1,-23,-6,-27,8,-28,6,-8,-12,-37,35,8
Cc1sc2ncnc(N3CCC(C(=O)NNC(=O)COc4ccc(Cl)cc4)CC3)c2c1C,22,1,6,-12,50*,4,5,-6,87*,3,19
CCC(C)c1ccc(NC(=S)NCc2ccccc2OC)cc1 (configuration not stated),12,3,2,4,12,6,1,1,-8,-2,1
CCCC(O)(c1ccc(OC)cc1)C(CN(C)C)c1ccccc1 (configuration not stated),-8,-2,-3,-6,-17,16,7,-6,0,-17,3
Cn1ncn2c(=O)c3c(nc12)-c1ccccc1CC31CCCC1,16,-13,5,10,-5,5,14,-5,3,5,-2

# 3 compounds from above, arranged by the number in CF NFkB block, smallest number first.
SMILES,COUP-TFII inh,NR5A2 inv ag,NCOA2 inhibitor,SRC3 inh,NCOA1 inh,LMP1 NFkB inh,TWEAK-Fn14 inh,CF NFkB block
O=C(Cn1cnnn1)NCCc1ccc(Cl)cc1Cl,19,12,6,-2,1,-4,-26,-9
COc1ccc(-c2cnc3c(NC(C)=O)cc(-c4ccsc4)cn23)cc1OC,·,-7,·,6,0,·,-21,-6
COc1cccc(/C=C2/Sc3ccc(C(=O)NCCN4CCCC4)cc3NC2=O)c1,-23,-27,8,6,-8,-12,-37,8

# (further entries)
SMILES,COUP-TFII inh,KKLEB cytotox,NR5A2 inv ag,NCOA2 inhibitor,TROY NFkB inh,SRC3 inh,NCOA1 inh,LMP1 NFkB inh,TWEAK-Fn14 inh,TRAIL sens C8,CF NFkB block
COc1nc(C)ccc1-c1noc(-c2ccccn2)n1,·,-11,-169,·,11,-79,-81,6,46,47,23
O=C(O)CCN1C(=O)/C(=C\c2cccc(OCc3ccccc3)c2)SC1=S,-14,4,-18,-14,-4,13,8,4,17,-5,-17
S=C(NCc1ccco1)Nc1ccc(N2CCOCC2)cc1,-8,2,-34,0,3,-26,-31,-3,23,-3,-6
Cc1ccc(C(=O)NC2CCC(C)CC2)o1 (configuration not stated),0,-10,-17,-38,-38,-16,-24,-21,-7,-6,-16
Cc1ccc2nc(N3C(=O)C(O)=C(C(=O)c4ccco4)C3c3ccc(O)cc3)sc2c1 (configuration not stated),-30,17,-56,-5,-37,-24,-52,-12,-9,5,-29
CCN(CC(=O)Nc1ccc(NC(C)=O)cc1)C(=O)COc1ccc(C(=O)c2ccccc2)cc1,-6,2,-2,-4,-10,12,-11,6,-3,13,19
COc1cc2c(cc1OC)C(c1cccc([N+](=O)[O-])c1)N(C(=O)c1ccccc1C(=O)O)CC2 (configuration not stated),11,5,12,8,-1,12,-48,-3,-2,-3,0
O=C(c1ccccc1)C(O)c1ccccc1 (configuration not stated),-14,11,13,8,6,13,-7,-3,-8,4,-4
Cc1ccc(O)c(CNc2cccc3cccnc23)c1,13,13,35,-11,13,6,-1,-7,12,2,9
C[N+]12CCCCC1C(COC(=O)c1ccc3c(c1)OCO3)CCC2 (configuration not stated),-15,10,-11,-16,15,18,12,9,0,12,-1
CN(C)CCNC(=O)c1csc(Nc2cccc3ccccc23)n1,-30,-7,-17,-4,17,-109,-51,9,-22,16,1
O=C(COC(=O)c1ccncc1)Nc1cc(Cl)ccc1Cl,-9,0,24,7,-5,6,15,0,-7,-8,19
CC(=O)c1ccc(S(=O)(=O)N2CCN(CC#N)CC2)cc1,3,-2,-5,9,-3,3,1,-1,-8,5,-1
CCOC(=O)c1c(NCC(C)C)c2ccccc2[nH]c1=O,10,-2,11,6,22,13,8,3,-8,3,0
Cc1cc2cc(CCNC(=O)CCCc3ccccc3)c(=O)[nH]c2cc1C,16,0,9,26,-13,-17,-5,5,-11,-16,-8
CCn1c(O)c(N=NC(=O)C(O)c2ccccc2)c2ccccc21 (configuration not stated),-9,7,9,-9,-6,-1,4,8,-16,16,-4
COCC(=O)Nc1nc2ccc(C)cc2s1,-31,10,-157,-23,-17,-63,-92,4,23,14,-8
Cc1ccc(N2CCN(CC(O)COc3ccccc3)CC2)cc1 (configuration not stated),-3,0,4,-24,-2,12,-10,2,-1,2,12
NC(Cc1ccc2nsnc2c1)C(=O)O (configuration not stated),4,-20,-4,-10,13,-16,-6,-3,7,10,16
Cc1ccc(C(=O)N2CCCC(C(F)(F)F)C2)cc1S(=O)(=O)N1CCCCC1 (configuration not stated),-16,9,-4,3,-7,2,-5,4,-1,6,2
Oc1ccc(/C=N/n2c(-c3ccccc3)n[nH]c2=S)cc1,-5,-25,-2,4,-3,0,6,-2,13,-5,1
CCOC(=O)C1CCCN(C(=O)c2cc(S(=O)(=O)N3CCCCC3)ccc2C)C1 (configuration not stated),-7,1,-6,2,-3,20,0,0,-2,-6,16
O=C(Cn1ccc([N+](=O)[O-])n1)Nc1nc2ccccc2s1,-14,-4,-13,6,-8,3,-13,-14,14,-8,3
CCN(CC)S(=O)(=O)c1ccc(OC)c(NC(=S)Nc2ccc(C)c(C)c2)c1,-2,6,-12,-15,-48,4,-4,1,7,4,-26
Cc1ccc(S(=O)(=O)NC(=O)c2cccn2C)cc1,-4,-2,-9,-6,-2,3,8,-7,5,8,-3
CC(CCc1ccccc1)NS(=O)(=O)c1ccccc1F (configuration not stated),15,1,8,22,-12,7,23,-3,19,2,-4
Cc1sc(NC(=O)c2ccc(OCC(C)C)cc2)c(C(N)=O)c1-c1ccc(Cl)cc1Cl,-14,-9,5,2,1,5,-2,0,49,10,-1
O=C(COc1ncnc2sccc12)Nc1ccc(F)cc1F,-2,7,18,-4,-15,10,6,-1,-16,-6,-19
Fc1ccc(N2CCN(c3ncnc4nc[nH]c34)CC2)cc1,-10,-13,-64,-39,-24,-31,-16,-41,-13,-9,14
CC1=NN(c2ccc(Cl)c(C(=O)O)c2)C(=O)/C1=C/c1ccc(-c2ccccc2[N+](=O)[O-])o1,4,2,-4,-11,-15,-9,4,-1,-5,-14,-14
CCc1nc2ccccc2n1CC(=O)N(C(C)CC)C1CCS(=O)(=O)C1 (configuration not stated),-11,5,-9,-6,-8,19,-15,-9,-3,-7,0
Cc1nc2ccccc2c(=O)n1CCc1ccccc1,-6,1,-14,-15,-14,-7,-2,-3,-11,13,-1
CCOC(=O)N1CCC(NC(=O)CCS(=O)(=O)c2ccc3c(c2)CCN3C(=O)CC)CC1,7,4,-15,5,-14,0,-7,1,13,-3,0
COc1ccccc1/C=C/C=N/NC(=O)Cc1cccs1,-33,5,-62,-11,-56,-28,-23,-3,-43,4,-2
CC1(C(=O)NCc2cccs2)Cc2c(-c3ccc4c(c3)OCO4)ccnc2O1 (configuration not stated),-6,4,-7,23,16,-1,0,·,5,10,7
Cc1cc(=O)[nH]c2nnc(-c3ccc(Br)cc3)n12,-1,-12,-15,-33,-28,-39,-54,4,21,73*,-13
CCN(CC)C(=O)C(Sc1nnnn1-c1ccc(O)cc1)c1ccccc1 (configuration not stated),-7,-3,-26,-4,12,-21,-9,-3,-9,-7,-6
CCCCNS(=O)(=O)c1ccc2nc(-c3cccnc3)cc(C(=O)NCC(OC)OC)c2c1,1,-6,-5,12,9,3,-5,-3,2,-3,16
Cc1csc(NC(=O)c2c(-c3c(Cl)cccc3Cl)noc2C)n1,12,-6,33,-28,7,2,3,-2,3,1,9
S=C(Nc1ccc(Cl)cc1)N1CCN(Cc2ccccc2)CC1,-11,1,-7,14,-4,6,-14,2,2,7,28
O=C(CN1CC(=O)Nc2ccccc21)NCCc1ccc(Cl)cc1Cl,10,4,14,2,9,16,-20,0,-15,-5,-5
COc1ccccc1C(CNC(=O)c1cccc(S(=O)(=O)Nc2ccc(F)cc2)c1)N1CCCC1 (configuration not stated),-10,5,-12,-46,-15,-15,-4,2,2,4,9
O=C(NCc1ccco1)Nc1ccc(OC(F)(F)F)cc1,-10,3,-29,-53,-15,-7,-26,-10,-14,6,-5
COc1cccc(C2=CC(=O)CC(C)(C)C2)c1,15,-5,41,26,3,26,24,3,40,-17,27
COc1ccccc1-n1nc(C)c(-c2ccccc2)c1N,5,-2,12,12,8,4,11,-5,5,-11,-9
Cc1cc(C)c(OCCN(C)C)c(Cl)c1,4,6,-3,-15,2,19,-7,-9,-3,-1,2
CC1(C)NC(=O)N(CC(=O)OCC(=O)N2CCN(S(=O)(=O)c3ccccc3)CC2)C1=O,-6,4,1,-1,-7,9,-6,-2,3,-6,12
COc1ccc([C@H]2CC(=O)C=C(c3cc(C)ccc3F)C2)cc1,-10,8,-4,-24,10,-12,-5,11,4,11,-14
O=S(=O)(c1ccccc1)c1nc(Nc2cccc(O)c2)sc1Cl,12,-6,22,18,24,35,19,5,44,22,4
COc1ccc(C2C(C#N)=C(N)Oc3cccc(O)c32)cc1 (configuration not stated),-10,-1,-1,-31,-8,-2,10,-3,-11,3,22

# Bioassay records from PubChem BioAssay.

# Not a hit list; about 4.2% have a hit in one of these screens.
